# Screening data deposited in PubChem BioAssay by National Center for Advancing Translational Sciences (NCATS).
# S3 lipid droplet – qHTS Assay for Lipid Storage Modulators in Drosophila S3 Cells. Drosophila S3 cells, BODIPY lipid droplet fluorescence, 18-24 h; cells fed with added oleic acid. lipid storage change, negative = inhibition, % at the top dose, mostly 46.1 µM; hits show Potency in µM. 320,000 tested, 0.64% active; active = well fitted inhibition curve with a large enough effect in the signal ratio, with a control signal flat, not every such curve was filed as active; inconclusive = small, poorly fitted or top-dose-only effect, or effect the other way, or a change in a side signal; the % refers to the signal ratio
#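 Drosophila S3 cells got compounds at several concentrations plus oleic acid (400 uM solution). Laser-scanning cytometry with 488 nm excitation read lipid droplets at 500-530 nm and cells at 575-640 nm. Percent activity was relative to 20 uM Triacsin C.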
# S3 lipid droplet cell count max – further read-out of S3 lipid droplet, marked with its call; cell number change, %; measured here: cell count max response;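 cells counted by Cell Tracker Red CMTPX staining in the red channel; peak over a dose series mostly up to 46.1 µM; percent activity relative to internal control wells on each plate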
# * hit, by the source's call; i = inactive; u = inconclusive; x = not tested or not shown; [ ] = another dose, or the depositor's remark. % is set by controls: 0 for no effect and ±100 for the full control effect; potency is the fitted concentration of half-maximal effect. Not all compounds are listed (hit frequency here may not be typical).
S3 lipid droplet | S3 lipid droplet cell count max | structure
u | x | COc1cc(C2N3CC4(C)CN2CC(C)(C3)C4)ccc1O (stereo unspecified)
u | x | COc1ccc(C(=O)NC(=S)N2CCOCC2)cc1[N+](=O)[O-]
u | x | CNS(=O)(=O)c1cccc(C(=O)OCCCC(=O)c2ccccc2)c1
11% | 3 | O=C(Nc1ncc2c(n1)-c1ccccc1CC2)c1ccc(F)cc1
u | x | NC(=O)C1CCCN(C(=O)c2ccc3oc(Cc4ccc(Cl)cc4)nc3c2)C1 (stereo unspecified)
u | x | CCOC(=O)C(=Cc1cc(=O)c(OC)co1)C(=O)OCC
u | x | Cc1cccc(NC(=O)Cc2ccc(Br)cc2)n1
u | x | O=C(c1ccc2nc[nH]c2c1)N1CCN(S(=O)(=O)c2cccc(F)c2)CC1
-9% | -5 | CCN(CC)C(=O)CSc1nnc(COc2ccc(OC)cc2)n1N
-20% | -9 | Cc1cccc(NS(=O)(=O)c2ccc(C)c(C(N)=O)c2)c1
u | x | COc1cc(C(=O)N(C)CC2CCN(CCc3cccc(C(F)(F)F)c3)CC2)ccc1C
u | x | O=C(NCC1CCCN(Cc2ccc3c(c2)OCCO3)C1)c1ccc2c(c1)OCO2 (stereo unspecified)
-4% | 1 | O=C(NCc1ccccc1Cl)C(=O)NCC(c1ccco1)N1CCOCC1 (stereo unspecified)
i | x | CC(=O)N1c2ccc(S(=O)(=O)N(C)CC(=O)Nc3cccc(C)c3)cc2CC1C (stereo unspecified)
i | 1 | CCOC(=O)N1CCN(C(=O)NC23CC4CC(CC(C4)C2)C3)CC1
-15% | -12 | CCOC(=O)COc1ccc(C(c2c(C)[nH][nH]c2=O)c2c(C)[nH][nH]c2=O)cc1
-18% | -1 | S=C(NCC1CCCO1)Nc1ccccc1 (stereo unspecified)
25% | -2 | CN1CCN(C(=O)CCN2C(=O)c3ccccc3C2=O)CC1
17% | 8 | COc1cccc(NC(=S)NCc2ccc(F)cc2)c1
-1% | x | COc1cc(NC(=O)CSc2nnnn2Cc2ccc3c(c2)OCO3)cc(OC)c1
i | 16 | CCC(=O)Nc1ccc(NC(=O)c2ccco2)c(OC)c1
u | x | Cc1cccnc1NS(=O)(=O)c1cccc([N+](=O)[O-])c1
u | x | Cc1ccc2c(c1)N(C)/C(=C/c1cccc[n+]1C)S2
u | x | CC(C)(C)n1ncc2c(=O)n(CC(=O)OCc3ccccc3)cnc21
0% | 2 | COc1ccc(/C=N/c2c(-c3ccc(OC)cc3)nc3n2CCS3)cc1

# An excerpt from above in order of their number in S3 lipid droplet cell count max, descending.
S3 lipid droplet | S3 lipid droplet cell count max | structure
i | 16 | CCC(=O)Nc1ccc(NC(=O)c2ccco2)c(OC)c1
17% | 8 | COc1cccc(NC(=S)NCc2ccc(F)cc2)c1
-4% | 1 | O=C(NCc1ccccc1Cl)C(=O)NCC(c1ccco1)N1CCOCC1 (stereo unspecified)
-18% | -1 | S=C(NCC1CCCO1)Nc1ccccc1 (stereo unspecified)
-9% | -5 | CCN(CC)C(=O)CSc1nnc(COc2ccc(OC)cc2)n1N

# 7 entries from above, ordered by molar mass, rising:
S3 lipid droplet | S3 lipid droplet cell count max | structure
u | x | Cc1ccc2c(c1)N(C)/C(=C/c1cccc[n+]1C)S2
-20% | -9 | Cc1cccc(NS(=O)(=O)c2ccc(C)c(C(N)=O)c2)c1
u | x | CNS(=O)(=O)c1cccc(C(=O)OCCCC(=O)c2ccccc2)c1
0% | 2 | COc1ccc(/C=N/c2c(-c3ccc(OC)cc3)nc3n2CCS3)cc1
-15% | -12 | CCOC(=O)COc1ccc(C(c2c(C)[nH][nH]c2=O)c2c(C)[nH][nH]c2=O)cc1
u | x | O=C(c1ccc2nc[nH]c2c1)N1CCN(S(=O)(=O)c2cccc(F)c2)CC1
u | x | NC(=O)C1CCCN(C(=O)c2ccc3oc(Cc4ccc(Cl)cc4)nc3c2)C1 (stereo unspecified)

# Remaining list, next part
S3 lipid droplet | S3 lipid droplet cell count max | structure
-1% | -7 | O=S(=O)(NCc1ccco1)c1ccc(S(=O)(=O)N2CCCCC2)cc1
u | x | COc1ccc(CCNC(=O)CNC(=O)c2ccc(Br)o2)cc1OC
u | x | Cc1ccc(-c2nnc(SCC(=O)N/N=C/c3ccc(C)s3)n2-c2ccccc2)cc1
u | x | COCc1ccc(C(=O)N2CCCC(C(=O)c3ccc(SC)cc3)C2)s1 (stereo unspecified)
28% | -1 | OC(CSc1ccccc1Cl)CN1CCN(c2ccc(F)cc2)CC1 (stereo unspecified)
u | x | Cc1nc(SCC(=O)N(CC(C)C)C2CCS(=O)(=O)C2)c2ccccc2n1 (stereo unspecified)
u | x | O=C(CCN1C(=O)c2ccccc2C1=O)N1CCN(c2ccccn2)CC1
-6% | 19 | O=S(=O)(Nc1ccon1)c1ccc(Br)s1
1% | -1 | Cc1nc(NC2=NCN(Cc3cccnc3)CN2)nc2ccccc12
-13% | 16 | CCn1cc(CN(C)S(=O)(=O)c2ccc3ccccc3c2)c(C)n1
i | -19 | COc1ccc(-c2nn(-c3ccccc3)cc2C(=O)Nc2cccc(C(=O)O)c2)cc1[N+](=O)[O-]
u | x | COc1ccc(CCN2C(=O)C3C(C2=O)C2C=CC3C23CC3)cc1OC (stereo unspecified)
i | x | N#Cc1cc(-c2ccccc2)cn(Cc2c(Cl)cccc2Cl)c1=O
0% | 16 | O=C(O)c1ccc(Cl)c(NC(=S)NC(=O)c2ccccc2[N+](=O)[O-])c1
u | x | O=C(c1ccco1)N1CCCC(c2nc(-c3ccc(S(=O)(=O)NCc4ccccc4)cc3)no2)C1 (stereo unspecified)
7% | 16 | Cc1ccc(-c2nnc(SC(C)C(=O)NCC3CCCO3)nc2-c2ccc(C)cc2)cc1 (stereo unspecified)
u | x | N#Cc1ccc(-c2ccco2)nc1SCc1ccccc1
-7% | -23 | CCOC(=O)NNC1CC(=O)N(c2ccccc2)C1=O (stereo unspecified)
-8% | -34 | Cc1ccc(S(=O)(=O)N2CCCC(C(=O)N3CCCc4ccccc43)C2)cc1 (stereo unspecified)
u | x | C[C@@H]1CCC[C@@]2(O[C@H](CCO)C[C@@H](O)[C@@H]2O)O1
u | x | CC(C)CN(C(=O)c1cccc(S(=O)(=O)N2CCN(c3ccc(F)cc3)CC2)c1)C1CCS(=O)(=O)C1 (stereo unspecified)
u | x | CSc1sc(C(=O)NC(=O)NCc2ccncc2)c(C)c1-c1ccon1
u | x | Cc1ccccc1-n1c(=O)cc(N2CCCCCC2)[nH]c1=O
u | x | CC(O)CSc1nc2c(c(=O)[nH]c(=O)n2C)n1Cc1ccccc1Cl (stereo unspecified)
i | 16 | COc1ccc(Cl)cc1NC(=S)NCCCN1CCCC1=O

# The listing continues.
S3 lipid droplet | S3 lipid droplet cell count max | structure
-8% | -6 | COC(=O)c1cn(C)c2ccc(S(=O)(=O)N3CC(C)CC(C)C3)cc2c1=O (stereo unspecified)
u | x | CCCCNCc1cc(OCC)c(OCC)cc1Br
u | x | Cc1ccc(S(=O)(=O)N2[C@@H](c3ccccc3)C(C(=O)O)=CC[C@H]2c2ccc(C(C)C)cc2)cc1
u | x | O=C(COc1cccc2c1CCNC2=O)Nc1cccc(F)c1
u | x | O=C(CSc1nc(=O)n(CCN2CCOCC2)c2c1CCCC2)Nc1cccc([N+](=O)[O-])c1
u | x | CN1/C(=C\C=C2/C(=O)Oc3ccccc3C2=O)C(C)(C)c2ccccc21
u | x | Nc1ccccc1SCC(=O)Nc1nc(-c2ccccc2)cs1
-3% | -22 | COc1cccc(NC(=S)N2CCCN(Cc3ccc(F)cc3)C2)c1
3% | -1 | NC(=O)C1CCN(C(=S)NC2CC3C=CC2C3)CC1 (stereo unspecified)
u | x | CNC(=O)CSc1nc2cc(S(=O)(=O)Nc3ccccc3OC)ccc2o1
i | 2 | CC1C/C(=C\c2ccccc2[N+](=O)[O-])c2nc3ccccc3c(C(=O)O)c2C1 (stereo unspecified)
u | x | COc1ccc(OC)c(C(=O)COC(=O)CN2C(=O)NC3(CCCCC3C)C2=O)c1 (stereo unspecified)
-1% | -4 | CCOC(=O)c1cc2occc2n1CCCN1C(=O)c2ccccc2C1=O
13% | 16 | CN(Cc1cnn(C)c1)C(=O)c1cc(COc2c(F)cccc2F)on1
u | x | CCOC(=O)N1CCN(S(=O)(=O)c2ccc(C(=O)Nc3ccc(F)cc3F)cc2)CC1
-9% | -2 | O=C(c1ccc(C(=O)N2CCOCC2)nc1)N1CCOCC1
u | x | CC(=O)N1CCN(S(=O)(=O)c2cccc(C(=O)NC3CCCC3)c2)CC1
u | x | CC1Cc2ccccc2N1C(=O)CN1C(=O)CN(C)C(=O)c2ccccc21 (stereo unspecified)
u | x | COc1ccc(-c2ccc(C#N)c(OC)n2)cc1
u | x | Clc1ccc2nc(-c3ccc(Br)s3)cn2c1
u | x | Cn1c(Cl)cnc1C(O)c1ccccc1 (stereo unspecified)
u | x | COc1ccc(C(=O)NCC(=O)N2CCN(c3ccc(F)cc3)CC2)cc1
i | 22 | CCN1C(=O)C(O)(CC(=O)c2cc(C)ccc2C)c2ccccc21 (stereo unspecified)
u | x | COc1ccc(-n2c(C)cc(C(=O)CN3C(=O)c4ccccc4C3=O)c2C)cc1
u | x | CC(=O)c1sc(N/N=C/c2cccc([N+](=O)[O-])c2)nc1C

# New compounds follow.
S3 lipid droplet | S3 lipid droplet cell count max | structure
u | x | Cc1[nH][nH]c(=O)c1C(c1ccc(-c2ccc(Cl)cc2)o1)c1c(C)[nH][nH]c1=O
i | x | CCN(Cc1ccccc1)S(=O)(=O)c1ccc(S(=O)(=O)N(Cc2ccccn2)Cc2ccco2)cc1
u | x | CN1/C(=C\C(=S)NC(=O)c2ccc([N+](=O)[O-])cc2)C(C)(C)c2ccccc21
u | x | Cc1ccc(NC(=O)c2ccc3c(SCC(=O)O)c4c(nc3c2)CCCC4)c(Br)c1
8% | x | Cc1ccc(-c2nnn(CC(=O)N(c3ccccc3)C(C(=O)NCC3CCCO3)c3cccs3)n2)o1 (stereo unspecified)
-1% | -11 | COc1ccc(C2CC(=O)N(C)c3ccccc3S2)cc1 (stereo unspecified)
u | x | Cc1ccc(NC(=O)Cn2c(CCC(=O)O)ccc2-c2ccc(Cl)cc2)cc1
u | x | COc1ccc(N(CC(=O)Nc2nccs2)S(=O)(=O)c2c(C)[nH]c(=O)[nH]c2=O)cc1
19% | 22 | CCNC(=S)N1CCN(c2ccccc2OCC)CC1
u | x | Cc1cc(Cl)ccc1OC(C)C(=O)NCCc1ccc2c(c1)OCCO2 (stereo unspecified)
1% | 11 | O=C(O)/C=C/C(=O)Nc1ccc(NC(=O)c2ccccc2)c(Cl)c1
u | x | O=C(c1ccc(S(=O)(=O)NCc2ccco2)cc1)N1CCN(Cc2ccc3c(c2)OCO3)CC1
3% | 1 | O=C(CN1CCOCCOCCN(CC(=O)Nc2ccccc2)CCOCC1)Nc1ccccc1
u | x | COc1ccc(OC)c(N(CC(=O)N2CCOCC2)S(C)(=O)=O)c1
u | x | CCOC(=O)C(CC(=O)O)=C(c1ccccc1)c1ccccc1
u | x | O=C(Nc1ccc2c(c1)OCO2)c1ccc(CN2CCOCC2)cc1
u | x | COc1ccc(CCN2CN(S(=O)(=O)c3ccc(C)cc3)c3nc4ccccc4nc32)cc1OC
u | x | O=C(CN1C(=O)C2C3C=CC(C3)C2C1=O)OCC(=O)c1ccc([N+](=O)[O-])cc1 (stereo unspecified)
23%[9.22 µM] | x | CCC(Sc1nc(C)cc(=O)[nH]1)C(=O)Nc1ccc(Cl)cn1 (stereo unspecified)
u | x | O=S(=O)(c1ccc(Cl)c(C(F)(F)F)c1)N1CCN(c2ccccn2)CC1
u | x | O=C(NCCc1ccccc1)C1CCN(c2nc3ccccc3o2)CC1
-6% | -24 | Cc1nc(NC(=O)c2ccccc2)sc1-c1csc(N)n1
u | x | COC(=O)C(C)NS(=O)(=O)c1ccc(NC(C)=O)cc1 (stereo unspecified)
u | x | Cc1ccc(NC(=O)CNC2CCS(=O)(=O)C2)cc1C (stereo unspecified)
-12% | -22 | Cc1nn(Cc2ccc(Cl)cc2Cl)c(C)c1NC(=O)C1C2CCC(O2)C1C(=O)O (stereo unspecified)

# Later entries
S3 lipid droplet | S3 lipid droplet cell count max | structure
4% | 14 | Cn1ncc(N=Cc2ccc([N+](=O)[O-])cc2)c1C(=O)Nc1ccccc1
9% | -23 | Cc1ccc(SCC(=O)N(C)CC(=O)Nc2cccc(F)c2)cc1
u | x | Cc1ccccc1OCC(=O)OCn1nnc2ccccc2c1=O
u | x | O=C(COc1ccccc1)Nc1nc2ccccc2[nH]1
i | 6 | Cc1ccc(NS(=O)(=O)c2ccc(-n3cccn3)cc2)cc1F
-14% | -26 | CCOC(=O)N1CCN(C(=O)CN(Cc2ccc(Cl)cc2)S(=O)(=O)c2ccccc2)CC1
u | x | Cc1nc2c3c4c(sc3n3c(SCC(=O)NCc5ccco5)nnc3n2n1)COC(C)(C)C4
u | x | C=CCN(c1ccccc1)S(=O)(=O)c1ccc(Cl)c(C(=O)OCC(=O)N(C)C2CCS(=O)(=O)C2)c1 (stereo unspecified)
-15% | -12 | CC(C)(C)C1CCC(=O)C(C2(O)C(=O)Nc3ccccc32)C1 (stereo unspecified)
-7% | -15 | CCOC(=O)C1=C(C)NC(=O)NC1c1ccc(OC(=O)c2ccco2)c(OC)c1 (stereo unspecified)
4% | 22 | C#CCO[C@@H]1C[C@H](n2cnc3c(NC(=O)c4ccccc4)ncnc32)O[C@@H]1CO
-3% | 5 | S=c1[nH]nc(-c2cc(-c3ccsc3)n[nH]2)n1-c1ccccc1
-3% | 23 | CSc1ccccc1NC(=O)c1ccccn1
